L3MBTL1 block = blocks human L3MBTL1; AlphaScreen L3MBTL1–H3K9me1 peptide binding; Potency, µM (doses to about 57.1 µM), inactives show top-dose activity, negative = inhibition, usual class: inhibitors; 0.66% of 230,000 active; AID 485360; also: nearly all actives have a fitted effect of over 60% in size
Target sequence (Q9Y468 whole entry, looked up): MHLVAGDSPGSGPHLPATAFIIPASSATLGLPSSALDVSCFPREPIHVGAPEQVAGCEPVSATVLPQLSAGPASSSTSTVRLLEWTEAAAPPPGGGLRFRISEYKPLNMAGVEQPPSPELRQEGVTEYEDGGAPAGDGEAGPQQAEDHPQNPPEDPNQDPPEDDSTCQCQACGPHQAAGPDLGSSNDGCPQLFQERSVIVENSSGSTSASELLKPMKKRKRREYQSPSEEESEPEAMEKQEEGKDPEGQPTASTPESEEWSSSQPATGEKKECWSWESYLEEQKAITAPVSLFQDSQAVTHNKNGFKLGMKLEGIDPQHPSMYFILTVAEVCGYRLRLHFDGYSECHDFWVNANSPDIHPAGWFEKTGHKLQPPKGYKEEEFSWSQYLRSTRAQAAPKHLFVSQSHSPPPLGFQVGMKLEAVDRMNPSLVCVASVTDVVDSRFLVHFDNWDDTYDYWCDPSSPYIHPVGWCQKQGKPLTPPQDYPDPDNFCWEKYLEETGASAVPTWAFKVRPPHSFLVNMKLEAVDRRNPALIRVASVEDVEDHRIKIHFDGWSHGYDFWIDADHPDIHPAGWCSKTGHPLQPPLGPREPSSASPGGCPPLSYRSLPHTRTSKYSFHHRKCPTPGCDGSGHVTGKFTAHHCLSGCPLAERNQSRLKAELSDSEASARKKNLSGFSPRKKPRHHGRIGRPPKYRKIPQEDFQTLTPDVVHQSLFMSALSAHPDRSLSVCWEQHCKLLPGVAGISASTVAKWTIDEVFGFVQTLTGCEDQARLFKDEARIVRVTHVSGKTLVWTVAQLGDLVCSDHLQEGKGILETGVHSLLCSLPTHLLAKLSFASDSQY
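AlphaScreen proximity signal between nickel-chelate acceptor and streptavidin donor beads (final 10 ug/mL) reports binding of 50 nM L3MBTL1 to 75 nM biotin-H3 K9me1 peptide; complex incubated with compounds 30 min at room temperature; cefsulodin titration as control.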
GAA glycogen = GAA glycogen-cleavage inhibition or activation. AID 2100. Potency, µM (series often up to 76.4 µM), without a hit: at the highest dose activity change, negative = inhibition, hits mostly inhibitors. P10253. recombinant GAA, glycogen substrate, Amplex Red glucose oxidase fluorescence. 0.38% of 300,000 active;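 also: 0% = full enzyme reaction and -100% = no-enzyme basal signal; the screen sought inhibitors and activators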
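qHTS, 1536-well; enzyme 4 nM final; cpd up to 77 uM; substrate bovine liver glycogen 30 ug; 50 mM citrate/phosphate pH 5.0, 0.01% Tween-20; 37 C, 40 min; Amplex Red detection 45 min RT; Hill fit → AC50.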
Starred values were filed as active, the others as inactive; ? = inconclusive; [ ] = remark or other dose. Calls follow the shape of the dose curve; as a rule, active = well fitted curve in the direction sought with a large enough effect; inconclusive = small, poorly fitted or top-dose-only effect, or another doubt; inactive = no such curve, though single readings can be large; an effect the other way counts as inactive or inconclusive. Unless noted, % is scaled to controls: 0 for no effect and ±100 for the full control effect; potency is read from the fitted curve at half-maximal effect. Some of the compounds tested; rates above refer to the full screens.

SMILES	L3MBTL1 block	GAA glycogen
NCCNC(=O)c1c(NC(=O)c2ccccc2)sc2c1CCCC2	1.1%	0.6%[76.3 µM]
O=c1[nH]c(/C=C\c2ccccc2F)nc(O)c1[N+](=O)[O-]	-2.3%[2.29 µM]	14.4%[76.3 µM]
CCOc1ccc(NC(=O)C2CCN(S(C)(=O)=O)CC2)cc1	-8.9%	15.6%[76.3 µM]
CC(C)(C)[C@@H]1CCC(=O)N(CC[C@H](N=[N+]=[N-])c2ccccc2)CC1	52.7%[activator]	-23.6%[76.3 µM]
O=C(Cc1ccc(Br)cc1)N1CCOCC1	-9.7%	-2.3%[76.3 µM]
CCCCN(C)C(=O)C1CCN(Cc2cccc(OCc3ccccc3)c2)CC1	-4.1%	7.9%[76.3 µM]
CCN(CC)C1CC(=O)N(c2cccc(Cl)c2)C1=O (stereo unspecified)	3.1%	-8.0%[76.3 µM]
COc1ccc(-c2noc(N3CCC(C(=O)NCc4ccccc4Cl)CC3)n2)cc1	-2.0%	13.5%[76.3 µM]
CCOC(=O)c1nn(-c2ccc(C)c(Cl)c2)c(=O)c(C#N)c1C	5.7%	4.1%[76.3 µM]
O=C1CCN(Cc2ccc(Br)cc2)CCN1[C@H](CO)Cc1ccccc1	-2.7%	18.8%[76.3 µM]
CC1CCc2cc(F)ccc2N1C(=O)c1cccnc1 (stereo unspecified)	0.4%	-10.9%[76.3 µM]
CC(C)(C)OC(=O)[C@H](Cc1ccccc1)NC(=O)c1nc[nH]c1C(=O)N1CCN(c2ccccc2)CC1	4.1%	?
CC(=O)Nc1cccc2c1Cc1ccccc1-2	-4.7%	-5.2%[76.3 µM]
CCc1nc2ccccc2c(C(=O)Nc2ccc(F)cc2)c1C	-0.4%	-0.3%[76.3 µM]
COc1ccc(/C=N/NC(=O)CCC(=O)Nc2ccc(F)cc2)c(OC)c1	1.7%	15.6%[76.3 µM]
COC(=O)C1=C(C)N(Cc2ccccc2)C(=NCCc2c[nH]c3ccccc23)N[C@H]1c1cccc(C(F)(F)F)c1	-5.8%	-19.9%[76.3 µM]
CCOc1ccc(N(CC(=O)Nc2cc(Cl)ccc2C)S(C)(=O)=O)cc1	2.3%	-4.0%[76.3 µM]
COc1ccc(CCNC(=O)Cc2ccc(Cl)cc2)cc1OC	4.0%	15.2%[76.3 µM]
Cc1cccc(N(CC(=O)N2CCc3ccccc3C2)S(C)(=O)=O)c1C	-4.2%[2.29 µM]	12.3%[76.3 µM]
Cc1ccc(C)c(CN2CCN(c3ncccn3)CC2)c1	1.3%	-1.3%[76.3 µM]
COc1ccc(NC(=O)c2cc3cc(C)ccc3n2C)c(OC)c1	2.7%	6.8%[76.3 µM]
COCCNC(=O)c1ccc(C2SCC(=O)N2CCc2ccccc2)cc1 (stereo unspecified)	2.5%	-18.0%[15.3 µM]
O=C(Nc1ccc(N2CCCC2)cc1)c1cccc(Cl)c1Cl	-5.6%	-2.0%[76.3 µM]
Cc1cc(Br)ccc1NC(=O)C1C2CCC(O2)C1C(=O)O (stereo unspecified)	3.8%	-2.3%[76.3 µM]
COc1ccc(-c2noc3c2-c2nc(C4CCCCC4)sc2CC3)cc1	11.8%	-27.0%[76.3 µM]
C=CCN1C(=O)CSC1=Nc1ccc(C(=O)O)cc1	5.8%	1.5%[76.3 µM]
CC(=O)Nc1ccc2c(c1)nc(C)n2Cc1ccccc1	8.3%[2.29 µM]	-5.7%[76.3 µM]
CC(C)CC1COC(=O)N1 (stereo unspecified)	2.8%	18.5%[76.3 µM]
CC(C)c1ccc(C(C)NC(=O)C2CCCC2)cc1 (stereo unspecified)	3.8%	4.8%[76.3 µM]
COc1ccc(C(=O)Nc2cccnc2Cl)cc1OC	2.5%	-17.6%[76.3 µM]
CCc1ccc(NC(=O)c2cc(S(=O)(=O)N3CCCC3)c[nH]2)cc1	-0.4%	7.7%[76.3 µM]
CC1CN(C(=O)CCC(=O)NC2CCN(Cc3ccccc3)CC2)c2ccccc2O1 (stereo unspecified)	-1.6%	-14.9%[76.3 µM]
CC(=O)N(CCc1ccccc1)Cc1cc2ccc(C)c(C)c2[nH]c1=O	-1.1%[2.29 µM]	-5.5%[76.3 µM]
COc1ccccc1NC(=O)c1ccc2c(c1)C(=O)N(c1ccccc1OC)C2=O	-2.3%	-3.9%[76.3 µM]
CC1(C)Cc2ccccc2C(COc2ccccc2)=N1	-8.8%	-2.9%[76.3 µM]
CSc1ccc(S(=O)(=O)N2c3ccccc3CC2C)cc1 (stereo unspecified)	15.3%	-3.1%[76.3 µM]
CC(=O)C1=C(O)C(=O)N(c2ccc(Br)cc2)C1c1cccc([N+](=O)[O-])c1 (stereo unspecified)	1.5%	-16.6%[76.3 µM]
CCc1ccccc1NC(=O)[C@@H]1CCC(=O)N1C1OC(=O)c2ccccc21 (stereo partly specified)	4.9%	18.6%[76.3 µM]
CCCCC(=O)NC(c1ccc(Cl)cc1Cl)c1ccc2cccnc2c1O (stereo unspecified)	1.5%	-8.7%[76.3 µM]
NC(=O)C1CCCN(Cc2ccc3ccccc3c2)C1 (stereo unspecified)	-5.7%	-14.8%[76.3 µM]
COC(=O)Cc1ccc(NC(=S)N2CCC(Cc3ccccc3)CC2)cc1	-4.5%	-24.6%[0.611 µM]
CC[C@@]1(c2cccc(C)c2)C(=O)N(C(=O)OC)N1C(=O)OC	0.8%	13.1%[76.3 µM]
O=S(=O)(NCCN1CCCC1)c1ccc(Br)cc1	-2.8%	1.0%[76.3 µM]
Cc1cc2[nH]c(=O)c(=O)[nH]c2cc1S(=O)(=O)Nc1cccc(Cl)c1C	6.0%	3.0%[76.3 µM]
CC(=O)Nc1ccc(OCC(O)CN2CCN(c3ccc(F)cc3)CC2)cc1 (stereo unspecified)	-2.4%	1.9%[76.3 µM]
O=C(O)c1ccc(N2C(=O)CC(N3CCN(c4cccc(Cl)c4)CC3)C2=O)cc1 (stereo unspecified)	7.0%[2.29 µM]	15.6%[76.3 µM]
COc1ccc(NC(=S)NC(=O)Cc2ccccc2)c(OC)c1	0.8%[2.29 µM]	4.7%[76.3 µM]
C=CCOc1ccc(C(=O)n2cc(C(=O)OC)c3ccccc32)cc1	24.4%	6.0%[76.3 µM]
COc1ccc(Nc2ccc([N+](=O)[O-])cn2)cn1	0.6%	-1.1%[76.3 µM]
CN(CC1CCCO1)S(=O)(=O)c1ccc(C(=O)Nc2nc3cc4c(cc3s2)OCO4)cc1 (stereo unspecified)	-2.8%	-7.2%[76.3 µM]

(list continues)
SMILES	L3MBTL1 block	GAA glycogen
COc1cc(C=O)ccc1OC(=O)c1cccnc1	-2.2%	-12.7%[76.3 µM]
O=C(c1ccc([N+](=O)[O-])o1)N1CCN(Cc2ccccc2)CC1	-2.2%	-3.1%[76.3 µM]
Cc1csc(N2CCN(c3cc4c(cc3Cl)nc(-c3ccncc3)n4CCCN3CCCC3)CC2)n1	-20.8%	0.7%[76.3 µM]
COc1cc(NC(=O)CCN2CC(C)OC(C)C2)cc(OC)c1 (stereo unspecified)	4.7%	-8.3%[76.3 µM]
CN(Cc1ccccc1)C(=O)c1ccc(COc2ccccc2)cc1	5.0%	-4.0%[76.3 µM]
Cn1c(=O)n(C)c2cc(NC(=O)COc3ccc(F)cc3)ccc21	13.3%	11.2%[76.3 µM]
COc1ccc(C)cc1NC(=O)CCN1CCN(c2ccccc2F)CC1	-2.6%	-9.2%[76.3 µM]
Cc1nc2sccn2c(=O)c1S(=O)(=O)N1CCN(c2ccccc2)CC1	-6.3%	26.8%[76.3 µM]
COc1ccccc1CNC(=S)Nc1ccc(F)cc1	-3.4%[2.29 µM]	-6.9%[76.3 µM]
COc1cc(/C=C2\SC(=O)N(CC(=O)Nc3ccccc3F)C2=O)cc(Cl)c1O	2.4%	7.5%[76.3 µM]

Shown with two lines to a compound: part of the list above.
Below each SMILES: L3MBTL1 block | GAA glycogen
O=S(=O)(NCCN1CCCC1)c1ccc(Br)cc1
    -2.8% | 1.0%[76.3 µM]
Cc1cc2[nH]c(=O)c(=O)[nH]c2cc1S(=O)(=O)Nc1cccc(Cl)c1C
    6.0% | 3.0%[76.3 µM]
CC(=O)Nc1ccc(OCC(O)CN2CCN(c3ccc(F)cc3)CC2)cc1 (stereo unspecified)
    -2.4% | 1.9%[76.3 µM]
O=C(O)c1ccc(N2C(=O)CC(N3CCN(c4cccc(Cl)c4)CC3)C2=O)cc1 (stereo unspecified)
    7.0%[2.29 µM] | 15.6%[76.3 µM]
COc1ccc(NC(=S)NC(=O)Cc2ccccc2)c(OC)c1
    0.8%[2.29 µM] | 4.7%[76.3 µM]
C=CCOc1ccc(C(=O)n2cc(C(=O)OC)c3ccccc32)cc1
    24.4% | 6.0%[76.3 µM]
COc1ccc(Nc2ccc([N+](=O)[O-])cn2)cn1
    0.6% | -1.1%[76.3 µM]
CN(CC1CCCO1)S(=O)(=O)c1ccc(C(=O)Nc2nc3cc4c(cc3s2)OCO4)cc1 (stereo unspecified)
    -2.8% | -7.2%[76.3 µM]
COc1cc(C=O)ccc1OC(=O)c1cccnc1
    -2.2% | -12.7%[76.3 µM]
O=C(c1ccc([N+](=O)[O-])o1)N1CCN(Cc2ccccc2)CC1
    -2.2% | -3.1%[76.3 µM]
Cc1csc(N2CCN(c3cc4c(cc3Cl)nc(-c3ccncc3)n4CCCN3CCCC3)CC2)n1
    -20.8% | 0.7%[76.3 µM]
COc1cc(NC(=O)CCN2CC(C)OC(C)C2)cc(OC)c1 (stereo unspecified)
    4.7% | -8.3%[76.3 µM]
CN(Cc1ccccc1)C(=O)c1ccc(COc2ccccc2)cc1
    5.0% | -4.0%[76.3 µM]
Cn1c(=O)n(C)c2cc(NC(=O)COc3ccc(F)cc3)ccc21
    13.3% | 11.2%[76.3 µM]
COc1ccc(C)cc1NC(=O)CCN1CCN(c2ccccc2F)CC1
    -2.6% | -9.2%[76.3 µM]

Continued.
SMILES	L3MBTL1 block	GAA glycogen
Cc1cccc(OCC(O)CN2CCOCC2)c1 (stereo unspecified)	40.7%[activator]	-7.3%[76.3 µM]
CCOC(=O)C1CCN(Cc2cccc(OCc3ccccc3)c2)CC1	-0.5%	-9.3%[76.3 µM]
COc1cccc(C(=O)N2CCN(C3CCCCC3)CC2)c1	4.0%	-11.5%[76.3 µM]
COc1ccc(NC(=O)C2CCCN(S(C)(=O)=O)C2)cc1OC (stereo unspecified)	9.3%	1.9%[76.3 µM]
Cn1c2ccccc2c(=O)c2cc(C#Cc3ccc(N)cc3)ccc21	-3.5%	-8.3%[76.3 µM]
COc1cccc(CN2CCN(CCCc3ccccc3)C(CCO)C2)c1O (stereo unspecified)	3.3%	1.2%[76.3 µM]
COc1ccc(OC)c(NC(=O)CN2CCC(NC(=O)c3ccccc3C)CC2)c1	-0.9%	2.3%[76.3 µM]
Cc1cc(Cl)c2oc(C(=O)NC3CCC(O)CC3)c(C)c2c1 (stereo unspecified)	-0.4%	22.4%[76.3 µM]
COc1ccc(Cl)cc1C(=O)NC1=NCCS1	-1.1%	-14.3%[76.3 µM]
O=C(N/N=C\c1ccc(S(=O)(=O)O)o1)c1ccc2c(c1)OCO2	3.4%	-12.5%[76.3 µM]
CCOc1cc(C(=O)N2CCC(CC3CC(c4ccc(Cl)cc4)=NO3)(C(=O)NCC3CCCCC3)CC2)cc(OCC)c1OCC (stereo unspecified)	-5.8%	-5.2%[76.3 µM]
COC(Cc1ccccc1N1CCCC1=O)OC	2.4%	6.1%[76.3 µM]
COc1ccc(COC(=O)C2=C(C)NC(=O)NC2c2cccc(Br)c2)cc1 (stereo unspecified)	-7.6%	-1.2%[76.3 µM]
COC(=O)c1ccc(/C=C/c2c(-c3ccc(OC)cc3)oc3ccccc23)cc1	5.4%	14.6%[76.3 µM]
CC(=O)C(C)n1cnc2scc(-c3ccc(C)cc3)c2c1=O (stereo unspecified)	8.5%	1.7%[76.3 µM]
O=C(Oc1ccc2ccc(=O)oc2c1)c1ccccc1	2.4%	0.7%[76.3 µM]
C=CCC(=O)NC1CC(C)(C)Cc2c1cnn2-c1ccccc1C (stereo unspecified)	3.3%	14.4%[76.3 µM]
C=CCOc1ccc2ccccc2c1CNn1cn[nH]c1=S	-2.8%	-16.4%[76.3 µM]
CCOc1ccccc1CNCC1CCCO1 (stereo unspecified)	2.6%	-0.4%[76.3 µM]
Cc1ccc2[nH]c(C(=O)N3CCN(C=O)CC3)cc2c1	-6.0%	1.9%[76.3 µM]

Whole records from above. Screens in order: L3MBTL1 block, GAA glycogen
O=C(Oc1ccc2ccc(=O)oc2c1)c1ccccc1 in the list: 2.4%, 0.7%[76.3 µM]
COC(=O)c1ccc(/C=C/c2c(-c3ccc(OC)cc3)oc3ccccc23)cc1 in the list: 5.4%, 14.6%[76.3 µM]
CCOc1ccccc1CNCC1CCCO1 (stereo unspecified) in the list: 2.6%, -0.4%[76.3 µM]

More structures follow.
SMILES	L3MBTL1 block	GAA glycogen
COc1ccc(S(=O)(=O)N2CCC(C(=O)NCCc3ccccc3)CC2)cc1	-2.3%	-5.2%[76.3 µM]
COc1ccc(-c2cc(=O)oc3cc(OC(C)C(=O)NCC4CCC(C(=O)O)CC4)ccc23)cc1 (stereo unspecified)	3.6%	-14.2%[76.3 µM]
COc1ccc(CN2CCN(Cc3c[nH]c4ccccc34)CC2CCO)c(F)c1 (stereo unspecified)	-4.4%	-0.7%[76.3 µM]
CN(Cc1ccc(C#CCCO)cc1)CC1CCCN(CCc2ccc(Cl)cc2)C1 (stereo unspecified)	-5.7%	0.9%[76.3 µM]
COc1cc([N+](=O)[O-])ccc1N1C(=O)CC(Sc2nccc(C)n2)C1=O (stereo unspecified)	-0.8%	-9.5%[76.3 µM]
